# TMEM16A inh: mouse TMEM16A channel inhibition, primary screen. Q8BHY3. HEK293 TMEM16A/YFP iodide influx fluorescence, ionomycin. normalized B-score (activity score, 25-100; higher = stronger inhibition) at 10 µM. 310,000 compounds, 1.2% hits. AID 588511;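 active means ratio plate-corrected score three or more library SD toward inhibition, starting fluorescence score within five deviations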;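 further: score derived from kinetic fluorescence span divided by baseline fluorescence per well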
# ANO1 activ: mouse TMEM16A channel activation, primary screen; HEK293 TMEM16A/YFP-H148Q/I152L, iodide quench fluorescence; hits give low values; B-score at 10 µM; 340,000 compounds, 0.3% hits;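 active means fluorescence-ratio B-score plate-corrected deviation score at least 3 library SD below zero, with starting fluorescence score within 5 deviations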;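 further: channel opened by trigger with iodide after compound preincubation; score built on the fluorescence ratio of max minus min over baseline; more negative score means more quench and so TMEM16A activation or potentiation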
# MrgX1 antagonist: human MrgX1 receptor antagonism, primary screen; MRGX1-HEK293 calcium flux, Fluo-4, BAM8-22 antagonism; hits give low values; 310,000 compounds, 1.3% hits; Q96LB2; AID 588676; B-score at 10 µM;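 active means calcium-response B-score plate-corrected more than 3 library SD below zero, starting fluorescence within 5 deviations, no agonist response on first addition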;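 further: peak minus trough fluorescence over baseline after final BAM8-22 challenge near maximal dose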
# Target sequence (Q96LB2 whole entry, looked up): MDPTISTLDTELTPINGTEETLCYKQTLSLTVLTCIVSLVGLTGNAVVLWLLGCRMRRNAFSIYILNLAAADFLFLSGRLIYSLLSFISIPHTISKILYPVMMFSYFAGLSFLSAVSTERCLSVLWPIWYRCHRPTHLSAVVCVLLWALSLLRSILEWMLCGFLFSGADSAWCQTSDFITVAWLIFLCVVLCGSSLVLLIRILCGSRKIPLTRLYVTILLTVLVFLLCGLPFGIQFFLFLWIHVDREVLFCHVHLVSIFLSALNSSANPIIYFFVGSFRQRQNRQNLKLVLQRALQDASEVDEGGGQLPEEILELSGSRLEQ
# MrgX1 ag: agonists of human MrgX1 receptor; Q96LB2; MrgX1-HEK293 cells, Fluo-4 calcium fluorescence, agonist mode; hits give high values; B-score at 10 µM; 310,000 compounds, 0.44% hits;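 active means calcium response B-score plate-corrected fluorescence ratio at least 3 library SD, with starting fluorescence B-score inside 5 SD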
#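 Material: MrgX1-expressing HEK293 cells; input: 15,000 cells per well; doses: test compound given as first of three sequential additions; schedule: overnight plating before 1 h dye loading; technique: Fluo-4 NW calcium-flux fluorescence, kinetic read; evaluation: baseline-normalised fluorescence change ratio, B-scored; control set: plate-wise positive and negative controls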
# TRPC6 inhibitor: mouse TRPC6 channel inhibition; Q61143; HEK293-TRPC6, membrane potential dye, ACh-evoked depolarization; hits give low values; B-score at 10 µM; 310,000 compounds, 1.1% hits; AID 2553;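 active means B-score under library mean minus 3 SD, initial fluorescence not abnormally high, positive integrated signal ratio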;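 further: B-score derived from integrated fluorescence ratio over the kinetic read; more negative B-score means stronger inhibition of depolarization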
# RGS4 block: inhibitors of human RGS4; P49798; AID 463165; 310,000 compounds, 0.45% hits; HEK293 M3R/RGS4 inducible, Fluo-4 calcium flux; hits give high values; triggered by carbachol at its EC20; B-score at 10 µM;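 active means B-score, a plate-corrected calcium signal, over three deviations above library mean, with baseline fluorescence within five deviations of library mean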;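 further: RGS4 expression induced by doxycycline in cells with stable M3 receptor; B-score is computed from the integrated fluorescence ratio over baseline after carbachol; higher B-score means a larger calcium signal and so more RGS4 inhibition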
# Target sequence (P49798 whole entry, looked up): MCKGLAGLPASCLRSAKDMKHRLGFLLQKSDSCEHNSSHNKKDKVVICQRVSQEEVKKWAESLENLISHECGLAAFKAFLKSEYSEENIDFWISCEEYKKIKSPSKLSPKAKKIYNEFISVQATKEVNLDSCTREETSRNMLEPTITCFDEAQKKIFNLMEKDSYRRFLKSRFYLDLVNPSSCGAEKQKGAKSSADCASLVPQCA
# TRPC6 act: activates the mouse TRPC6 cation channel. B-score at 10 µM. 310,000 compounds, 0.13% hits. Q61143. HEK293-TRPC6 membrane potential dye fluorescence; hits give high values;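 active means B-score of the integrated fluorescence ratio above library mean plus 3 SD, and starting fluorescence ratio within library mean plus 5 SD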;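 further: higher score means more depolarization so channel activation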
# TRPC4 agonist: opens the mouse TRPC4 cation channel | Q9QUQ5 | HEK293 TRPC4beta/mu-opioid, Fluo4 calcium fluorescence; hits give high values | B-score at 10 µM | 310,000 compounds, 0.49% hits;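 active means B-score above 5 SD of library B-scores, and initial fluorescence ratio not above library mean plus 5 SD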;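 further: positive B-score marks a calcium rise read as TRPC4 activation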
#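 System: HEK293 cells stably co-expressing mouse TRPC4beta and mu-opioid receptor; Schedule: Fluo4 dye loading 45 min at room temperature, 110 s recording; Detection: Fluo4 fluorescence, kinetic; Evaluation: B-scored integrated calcium fluorescence ratio; Controls: buffer (low) and maximal DAMGO (high).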
# TRPC4 potent: TRPC4 (mouse) allosteric potentiation; B-score at 10 µM; HEK293 TRPC4beta/mu-opioid, DAMGO EC20, Fluo-4 Ca2+ flux; hits give high values; AID 2227; Q9QUQ5; 310,000 compounds, 0.42% hits;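 active means B-score of calcium response area above 5 SD of library B-scores, with initial fluorescence ratio within 5 SD of library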;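 further: B-score of integrated fluorescence ratio over time as area under calcium response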
# MrgX1 PAM: human MrgX1 positive allosteric modulation, primary screen; B-score at 10 µM; AID 588675; 310,000 compounds, 0.63% hits; Q96LB2; MrgX1-HEK293, Fluo-4 calcium flux, FDSS; hits give high values;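 active means plate-corrected calcium response at least 3 library SD above typical, normal starting fluorescence, not activating the receptor alone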;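 further: compound read alongside a low EC10 to EC30 dose of BAM8-22 agonist; peak minus trough fluorescence over baseline measured at the second addition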
# TRPC4 block: blocks the mouse TRPC4 cation channel | 300,000 compounds, 0.39% hits | Q9QUQ5 | HEK293 TRPC4beta/mu-opioid, DAMGO-evoked Fluo4 calcium flux; hits give low values | B-score at 10 µM;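 active means B-score over 3 SD under the library average, no early fluorescence shift, positive overall ratio signal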
#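 Assay system – HEK293 line stably carrying TRPC4beta and mu-opioid receptor · Doses – single dose · Detection – Fluo4 calcium-dye fluorescence, kinetic read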
# Starred values were filed as active, the others as inactive; i = inactive; . = no result given.
SMILES,TMEM16A inh,ANO1 activ,MrgX1 antagonist,MrgX1 ag,TRPC6 inhibitor,RGS4 block,TRPC6 act,TRPC4 agonist,TRPC4 potent,MrgX1 PAM,TRPC4 block
O=C(c1cc2c(=O)n3ccccc3nc2s1)N1CCN(Cc2ccccc2)CC1,i,i,i,i,i,i,i,i,i,i,i
C=CCOC(=O)C1=C(C)NC(SCC(N)=O)=C(C#N)C1c1cccs1 (configuration not stated),i,i,i,i,i,i,i,i,i,i,i
O=S(=O)(c1ccc(-c2csc(-c3cccnc3)n2)cc1)N1CCOCC1,i,i,i,i,i,i,i,i,i,i,i
Cc1cc(N2CCOCC2)c2c(N)c(C)cc(C)c2n1,i,i,i,i,.,.,.,.,.,i,.
CCN(C(=O)c1ccccc1F)c1nc(-c2ccc(OC)cc2)cs1,i,i,i,i,i,i,i,i,i,i,i
CCCNC(=O)C(=O)N/N=C/c1ccc(OCc2ccccc2)cc1,i,i,i,i,i,i,i,i,i,i,i
O=C(Cn1cc(C(F)(F)F)cc(Cl)c1=O)NCCc1ccccc1,i,i,i,i,i,i,i,i,i,i,i
COc1ccc(CC(=O)Nc2ccc(N3CCCC3)c(C)c2)cc1,i,i,i,i,i,i,i,i,i,i,i
O=C(CNC(=O)c1ccccc1)OCc1nnc(-c2ccc(Cl)cc2)o1,i,i,i,i,i,i,i,i,i,i,i
Cc1cc(=O)[nH]c(SCCCOc2ccccc2Cl)n1,i,i,i,i,i,i,i,i,i,i,i
c1ccc(-c2nnc(N3CCOCC3)c3ccccc23)cc1,i,i,i,i,i,i,i,i,i,i,i
CC(C)C[C@H](NC(=O)c1nc[nH]c1C(=O)NCC(=O)OC(C)(C)C)C(=O)OC(C)(C)C,i,i,i,i,i,i,i,i,i,i,i
Cc1cc(C)c(OCC(=O)Nc2ccc(N3CCOCC3)cc2)c(Br)c1,i,i,i,i,i,i,i,i,i,i,i
O=C(NNC(=O)C1CC(=O)N(Cc2ccccc2)C1)c1ccc(F)cc1 (configuration not stated),i,i,i,i,i,i,i,i,i,i,i
CNc1c(NS(=O)(=O)c2ccc(CC(C)C)cc2)c(=O)oc2ccccc12,i,i,i,i,i,i,i,i,i,i,i
O=C(c1coc(=O)c(Br)c1)N1CCC(C(O)(c2ccccc2)c2ccccc2)CC1,i,i,i,i,i,i,i,i,i,i,i
CC(Cl)C(=O)NNC(=O)CNS(=O)(=O)c1ccccc1 (configuration not stated),i,i,i,i,i,i,i,i,i,i,i
Cc1ccc(C(=O)C2C(c3cccs3)NC(=O)NC2(O)C(F)(F)F)cc1 (configuration not stated),i,i,i,i,i,i,i,i,i,i,i
CCC1=NN(C(=O)COc2ccccc2)C(O)(c2ccc(Br)cc2)C1 (configuration not stated),i,i,i,i,i,i,i,i,i,i,i
Cc1ccc(NC(=O)c2ccn(C)n2)c(Br)c1,i,i,i,i,i,i,i,i,i,i,i
CCN(CC)S(=O)(=O)c1cccc(S(=O)(=O)c2cccc(S(=O)(=O)N(CC)CC)c2)c1,i,i,i,i,i,i,i,i,i,i,i
CCN1C(=O)/C(=C/C=C2\N(CC)c3cc(S(=O)(=O)N(C)C)ccc3N2c2ccccc2)SC1=S,i,i,i,36*,i,i,16*,i,20*,i,i
CC(O)CNc1ccc(-c2nn(C)c(=O)c3ccccc23)cc1[N+](=O)[O-] (configuration not stated),i,i,i,i,i,i,i,i,i,i,i
COCCCn1c(N)c(-c2nc3ccccc3n2C)c2nc3ccccc3nc21,i,i,i,60*,i,i,i,74*,i,i,i
Cc1ccc(C(=O)Nc2ccc3cn[nH]c3c2)cc1S(=O)(=O)N1CCCCC1,i,i,i,i,i,i,i,i,i,i,i
Nc1nnc(SCC(=O)N2CCc3ccccc3C2)s1,i,i,i,i,i,i,i,i,i,i,i
COc1ccc(C(=O)COc2ccccc2C#N)cc1,i,i,i,i,i,i,i,i,i,i,i
O=C1NC(=O)C2C3c4ccccc4C(c4ccccc43)C12 (configuration not stated),i,i,i,i,i,i,i,i,i,i,i
O=C(CN1C(=O)c2ccccc2C1=O)OCC(=O)c1ccccc1,i,i,i,i,i,i,i,i,i,i,i
c1ccc(CCc2nc(-c3cccnc3)no2)cc1,i,i,i,i,i,i,i,i,i,i,i
CC(C)c1csc(CN2CCC(CO)(Cc3ccccc3)CC2)n1,i,i,i,i,i,i,i,i,i,i,i
Cc1ccccc1C(=O)N1CCN(c2ccc(NC(=S)NC(=O)c3ccco3)cc2)CC1,i,i,i,i,i,i,i,i,i,i,i
O=C(CSc1nc2ncc(Br)cc2[nH]1)Nc1ccccc1-c1ccccc1,100*,i,i,i,i,i,i,i,i,i,i
CCn1cc(C(=O)NCC(OC)OC)c(=O)c2cc(S(=O)(=O)N(C)C3CCCCC3)ccc21,i,i,i,i,i,i,i,i,i,i,i
Cc1cc2c(cc(C(=O)O)n2C)s1,i,i,i,i,i,i,i,i,i,i,i
CCOC(=O)C1=C(NC(=S)NC(=O)c2ccccc2)c2ccccc2CC1(C)CC (configuration not stated),i,i,i,i,i,i,i,i,i,i,i
Cc1cccc(NC(=O)CN(C)S(=O)(=O)c2cnc[nH]2)c1,i,i,i,i,i,i,i,i,i,i,i
Cc1ccc(-n2nc3c(=O)n(CCCC(=O)NCc4ccc(F)cc4)nc(C)c3c2C)cc1,i,i,i,i,i,i,i,i,i,i,i
COc1cccc(CN2CC(C(=O)NCc3cccc(Cl)c3)CCC2=O)c1 (configuration not stated),.,i,.,.,i,i,i,i,i,.,i
NC(=O)CSCc1c(Cl)cccc1Cl,i,i,i,i,i,i,i,i,i,i,i
COC(=O)c1cn[nH]c1NC(=S)Nc1ccccc1C,i,i,i,i,i,i,i,i,i,i,i
O=C(CN1CCN(c2ccc(C(F)(F)F)cn2)CC1)NCc1ccc2c(c1)OCO2,i,i,i,i,i,i,i,i,i,i,i
O=C(O)C1CCCN1C(=O)c1cncc(Br)c1 (configuration not stated),i,i,i,i,i,i,i,i,i,i,i
COc1ccc(/C=N/NC(=O)c2ccncc2)c(C(=O)O)c1OC,i,i,i,i,i,i,i,i,i,i,i
Fc1ccc(CN2CCN(c3ncccn3)CC2)cc1,i,i,i,i,i,i,i,i,i,i,i

# Results in RGS4 block, MrgX1 ag and TRPC6 act, for some of the entries so far:
smiles	RGS4 block	MrgX1 ag	TRPC6 act
CC(C)C[C@H](NC(=O)c1nc[nH]c1C(=O)NCC(=O)OC(C)(C)C)C(=O)OC(C)(C)C	i	i	i
O=C(c1coc(=O)c(Br)c1)N1CCC(C(O)(c2ccccc2)c2ccccc2)CC1	i	i	i

# (cont.)
SMILES,TMEM16A inh,ANO1 activ,MrgX1 antagonist,MrgX1 ag,TRPC6 inhibitor,RGS4 block,TRPC6 act,TRPC4 agonist,TRPC4 potent,MrgX1 PAM,TRPC4 block
COc1ccc(NC(=O)c2nn(C34CC5CC(CC(C5)C3)C4)cc2[N+](=O)[O-])cc1,i,i,i,i,i,i,i,i,i,i,i
Cc1nc(SC2CC(=O)N(c3ccccc3)C2=O)n[nH]1 (configuration not stated),i,i,i,i,i,i,i,i,i,i,i
COC(=O)C1=C(C)C(c2ccc(OC)cc2)NC(=O)N1 (configuration not stated),i,i,i,i,i,i,i,i,i,i,i
O=C(Nc1cccs1)NC1CCCC1,i,i,i,i,i,i,i,i,i,i,i
CCCCOc1ccccc1NC(=O)C=C(C)C,i,i,i,i,i,i,i,i,i,i,i
CCOC(=O)N1CCN(C(=O)CSc2ncnc3ccccc23)CC1,i,i,i,i,i,i,i,i,i,i,i
COc1ccccc1C(=O)Nc1nnc(S(=O)(=O)N(C)Cc2ccccc2)s1,i,i,i,i,i,i,i,i,i,i,i
CN(C)C=NC(=O)/C(C#N)=C1\CCc2ccccc2N1,i,i,i,i,i,i,i,i,i,i,i
COc1ccccc1C1CN(c2ccccc2)N=C1c1cccs1 (configuration not stated),i,i,i,i,i,i,i,i,i,i,i
CCOc1ccc(CCN2CN(CC)CNC2=S)cc1OCC,i,i,i,i,i,i,i,i,i,i,i
FC(F)(F)c1cc(NCc2cccs2)n2ncnc2n1,i,i,i,i,i,i,i,i,i,i,i
Cn1c(=O)c2c(nc(CN3CCC(C(N)=O)CC3)n2CCc2ccccc2)n(C)c1=O,i,i,i,i,i,i,i,i,i,i,i
CCOC(=O)c1cc(C(=O)OCC)c2cc(Br)ccc2n1,i,i,i,i,i,i,i,i,i,i,i
CC(C)COC(=O)N1CC(O)CC1C(=O)O (configuration not stated),i,i,i,i,i,i,i,i,i,i,i
CCOC(=O)c1c(N)sc2c1CCS(=O)(=O)C2,i,i,i,i,i,i,i,i,i,i,i
Cc1ccsc1/C=N\NC(=O)CCc1c(C)n[nH]c1C,i,i,i,i,i,i,i,i,i,i,i
COc1nc(NC(C)(C)C)nc(Oc2ccc(=O)n(C)n2)n1,i,i,i,i,i,i,i,i,i,i,i
CCCn1nnnc1NC(=O)c1ccc2ccccc2c1,i,i,i,i,i,i,i,i,i,i,i
NC(=O)CNC(=O)c1ccc(Cl)cc1,i,i,i,i,i,i,i,i,i,i,i
CC1CCN(S(=O)(=O)c2cccc(C(=O)O)c2)CC1,100*,i,i,i,i,i,i,i,i,i,i
C/C(=N/NC(=O)c1ccoc1C)C12CC3CC(CC(C3)C1)C2,i,i,i,i,i,i,i,i,i,i,i
Cc1nnc(SCC(=O)Nc2ccc(N3CCN(S(C)(=O)=O)CC3)cc2)o1,i,i,i,i,i,i,i,i,i,i,i
COc1ccc(OC)c(CCNC(=O)Cn2cccc2C(=O)c2ccccc2)c1,i,i,i,i,i,i,i,i,i,i,i
Cc1cccc(N2CCN(C(=O)C34CC5CC(CC(C5)C3)C4)CC2)c1C,i,i,i,i,i,i,i,i,i,i,i
OC(CNCc1ccc(-c2ccccc2)cc1)c1ccccc1 (configuration not stated),i,i,i,i,i,i,i,i,i,i,i
Cc1ccc(S(=O)(=O)N2CCN(Cc3cc(C(C)(C)C)ccc3O)CC2)cc1,i,i,i,i,i,i,i,i,i,i,i

# Screening results as filed in PubChem BioAssay.
